Bioassay records (PubChem)
bovine MsrA act – activates bovine MsrA enzyme. 360,000 tested, 0.3% active. activation, % at 10.6 µM. purified bovine MsrA, absorbance read-out; in the data active means activation above about 7.5%;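 further: 0% = vehicle and 100% = reference activator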
Neddylation inh – cullin neddylation inhibition | P61081+Q13564 | TR-FRET cullin neddylation, biochemical | calls only at 25 µM | 360,000 tested, 0.58% active | AID 651699; in the data active means inhibition above about 36%
Target sequence (P61081 whole entry, looked up): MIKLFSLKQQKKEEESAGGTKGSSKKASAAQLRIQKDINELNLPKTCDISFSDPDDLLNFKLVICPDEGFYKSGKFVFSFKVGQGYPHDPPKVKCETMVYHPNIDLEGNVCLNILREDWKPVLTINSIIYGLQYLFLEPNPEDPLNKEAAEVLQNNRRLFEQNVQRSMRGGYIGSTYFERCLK
Target sequence (Q13564 whole entry, looked up): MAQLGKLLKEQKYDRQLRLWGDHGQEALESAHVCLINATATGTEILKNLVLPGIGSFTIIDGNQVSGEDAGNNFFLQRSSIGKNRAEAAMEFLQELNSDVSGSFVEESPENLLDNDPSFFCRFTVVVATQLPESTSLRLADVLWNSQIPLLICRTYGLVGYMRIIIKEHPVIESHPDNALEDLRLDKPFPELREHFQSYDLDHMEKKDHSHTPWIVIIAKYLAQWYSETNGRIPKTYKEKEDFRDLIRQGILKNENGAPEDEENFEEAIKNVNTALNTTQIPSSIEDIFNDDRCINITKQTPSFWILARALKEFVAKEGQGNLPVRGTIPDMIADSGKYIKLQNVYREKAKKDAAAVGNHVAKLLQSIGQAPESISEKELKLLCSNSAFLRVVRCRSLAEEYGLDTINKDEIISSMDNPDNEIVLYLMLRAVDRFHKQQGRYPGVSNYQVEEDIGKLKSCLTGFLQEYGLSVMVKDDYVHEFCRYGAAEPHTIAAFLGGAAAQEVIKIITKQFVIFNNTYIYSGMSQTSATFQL
E coli Lon inh – inhibitors of E. coli Lon protease | AID 602123 | inhibition, % at 7.94 µM | 360,000 tested, 0.42% active | purified E. coli Lon protease, fluorescence polarization; in the data active means inhibition above about 13%, passing the limit was not always enough;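 further: 0% = enzyme with probe and DMSO and 100% = no enzyme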
FAS TE block – FAS thioesterase (human) inhibition; P49327; recombinant FAS-TE, OMFH fluorogenic substrate, fluorescence endpoint; inhibition, % at 15 µM; 360,000 tested, 0.67% active;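 active means compounds whose normalised, plate-corrected inhibition of enzyme fluorescence in the single-dose primary screen is 50% or more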;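 further: 0% = DMSO with enzyme and 100% = substrate without enzyme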
Rin1-Abl PPI inh – inhibitors of human Rin1-Abl protein interaction; P00519+Q13671; TR-FRET Rin1/Abl binding, biochemical; inhibition, % at 7.35 µM; 360,000 tested, 0.4% active; in the data active means inhibition above about 5%, passing the limit was not always enough
SKN-1 block – inhibitors of C. elegans SKN-1; C. elegans VP596 Pgst-4::GFP/RFP ratio, acrylamide-induced, 24 h; inhibition, % at 21.8 µM; 360,000 tested, 0.49% active;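 active means interference check ratio from 0.5 to 1.5 plus GFP to RFP signal ratio inhibition reaching or exceeding a fixed threshold, cut at about 30% in these data, passing the limit was not always enough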; further: some compounds called inactive have numbers as strong as hits
NRP1-CendR mod – NRP-1/CendR interaction modulation. inhibition, % at 25 µM. O14786. 360,000 tested, 0.85% active. AID 602438. FAM-RPARPAR peptide binding to NRP-1, fluorescence polarization;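 active means inhibition or corrected inhibition above about 18%, plus a signal ratio from 0.5 to 1.5, limit read from the data, passing the limit was not always enough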; further: strong numbers were not always called active
MsrA inh – inhibits bovine methionine sulfoxide reductase A. purified bovine MsrA, absorbance read-out. inhibition, % at 15.5 µM. 360,000 tested, 0.75% active. AID 651718; in the data active means inhibition above about 4.5%;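 further: 0% = vehicle wells with enzyme and 100% = reference inhibitor wells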
MT1-MMP act inh – MT1-MMP (human) activation inhibition; HT1080 RFP-PRO-GFP cells, GFP/RFP ratio fluorescence, overnight; percent of plate control window, DMSO zero; GFP/RFP ratio change, % at 20 µM; 360,000 tested, 0.061% active;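 active means GFP/RFP ratio change of at least 30% with cell ATP level not reduced by more than half and red fluorescence within 50% of control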; further: strong numbers were not always called active
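system = RFP-PRO-GFP reporter HT1080 cells | dosing = 20 µM single dose, 1% DMSO | timing = overnight cell settling, then overnight compound exposure, 37 °C, 5% CO2 | read-out basis = GFP/RFP fluorescence ratio | controls = DMSO and RFP-L50D-GFP cell wells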
Starred values were filed as active, the others as inactive; i = inactive; · = not tested or not shown.

SMILES	bovine MsrA act	Neddylation inh	E coli Lon inh	FAS TE block	Rin1-Abl PPI inh	SKN-1 block	NRP1-CendR mod	MsrA inh	MT1-MMP act inh
COc1cccc(CC(=O)Nc2nccs2)c1	-6	i	3	-4	1	3	-4	1.4	-1
CC(C)C[C@@H](COCc1ccc(Cl)cc1)N1CCN(C(=O)c2ccc(Cl)cc2Cl)CCC1=O	-8	i	-5	26	·	-11	-2	1.0	-4
C=CCS(=O)(=O)N1CCCC(Cc2ccccc2C)(C(=O)OCC)C1 (stereo not drawn)	-1	i	7	5	3	0	0	-0.1	-4
CC(C)OC(=O)/C(C#N)=C/c1ccc(-c2ccc(SC(F)F)cc2)o1	-2	·	-25	61*	-6	0	-18	-0.1	-7
c1ccc2c(c1)CCCC2NC1=NCCC1 (stereo not drawn)	-3	i	-9	-6	-2	-3	-6	-1.0	2
C=C(C)Cn1c(-c2ccc(OC)cc2)nc2ccccc21	-7	i	-4	3	-3	12	0	0.0	-4
CN(C)S(=O)(=O)c1ccc(C(=O)OCC(=O)Nc2ccc(OC(F)F)cc2)cc1	-3	i	-2	4	-3	0	-2	0.1	3
Cc1noc(C)c1NC(=O)N(C)C[C@@H]1Oc2ncc(Br)cc2C(=O)N([C@H](C)CO)C[C@@H]1C	4	i	-4	-5	1	-2	-5	-1.5	-3
O=C(c1ccc([N+](=O)[O-])cc1)N(Cc1ccccc1)c1ccccn1	2	i	4	-1	-1	-4	4	1.4	3
O=C(C1CCN(S(=O)(=O)c2cccc3cccnc23)CC1)N1CCN(C2CCCC2)CC1	0	i	5	-3	-3	-7	-1	0.3	-1
Cc1cc(C(C2C(=O)CC(C)(C)CC2=O)C2C(=O)CC(C)(C)CC2=O)cc(C)c1OC(F)F	-2	i	0	0	-2	11	5	0.0	-3
NC(=O)c1ccc(-c2nnn(CC(=O)N(C3CCCCC3)C3CCS(=O)(=O)C3)n2)cc1 (stereo not drawn)	-1	i	-2	-11	0	2	-3	-0.3	-2
O=C(COC(=O)CNC(=O)C12CC3CC(CC(C3)C1)C2)NC1CCS(=O)(=O)C1 (stereo not drawn)	-10	i	1	-6	-1	-6	4	1.0	0
Cc1cc(=O)oc2c(C)c(OC(C)C(=O)NCCN3CCOCC3)ccc12 (stereo not drawn)	-1	i	-4	-5	-3	4	-1	1.2	0
CC1CCN(Cc2c(C(=O)N/N=C/c3cc(Cl)ccc3O)nnn2-c2nonc2N)CC1	-7	i	11	18	0	1	-5	-0.8	-9
CCC(C)NC(=O)c1ccccc1NC(=O)COc1ccc(OC)cc1 (stereo not drawn)	-2	i	-7	8	-3	-1	-9	0.1	-2
Nc1ccc2nc(-c3cccc(-c4nc5ccc(N)cc5[nH]4)c3)[nH]c2c1	-3	i	-8	0	-1	12	-4	4.6*	5
CCOc1ccccc1N1CC(C(=O)Nc2ccccc2CC)CC1=O (stereo not drawn)	-8	i	2	3	1	-7	-6	0.8	-2
CC1(C)CC[C@]2(C(=O)n3ccnc3)CC[C@]3(C)[C@H](C(=O)C=C4[C@@]5(C)C=C(C#N)C(=O)C(C)(C)[C@@H]5CC[C@]43C)[C@@H]2C1	-7	i	-4	96*	4	2	-130	-1.2	-24
Cc1ccc(NS(=O)(=O)c2ccc(Cl)c(C(=O)O)c2)cc1S(=O)(=O)N1CCOCC1	-6	i	1	-5	0	-4	3	-0.3	2
COc1cc(OC)cc(-c2c(-c3cccs3)c3cc(-c4ccc(OC)nc4)ccc3n2C)c1	-2	i	5	34	-4	17	-22	1.1	-5
COC(=O)NNC(=O)COc1ccc(Cl)cc1	-7	i	-8	-6	1	-4	-6	·	0
CCOC(=O)NC1(C(F)(F)F)NC(=O)N(Cc2ccco2)C1=O (stereo not drawn)	-10	i	-5	-8	0	-8	-1	-0.3	-3
CCCS(=O)(=O)NC(=O)C1(C)CCN(C(=O)c2cc(F)ccc2C)C1 (stereo not drawn)	2	i	4	-8	-3	10	2	-0.6	0
CN(c1ccc(C(=O)NCCCn2ccnc2)cc1)S(C)(=O)=O	-2	i	-3	-6	-2	-6	5	0.8	-1
COc1ccc(OC2C(=O)N(Cc3ccc4c(c3)OCO4)C2c2sccc2C)cc1 (stereo not drawn)	1	i	11	29	-5	-3	3	1.7	-9
CCCN(CCO)Cc1cccc(Br)c1	-3	i	-2	-10	1	-4	0	-1.3	1
NC(=O)c1sc2nc(-c3cccs3)ccc2c1N	-3	i	-16	-10	-3	-12	-47	2.6	-14
COCCNC(=O)CC(=O)N/N=C/c1cccc(C(=O)OC)c1	-1	i	0	-10	0	3	6	-1.0	1
COc1ccc(CNC(=O)COC(=O)CN2C(=O)C3CC=CCC3C2=O)cc1 (stereo not drawn)	-10	i	-4	-7	3	-3	16	0.9	-8
O=C(NCCCCc1ccccc1)c1ccc(F)cc1	-3	i	-1	5	1	9	-7	-0.9	6
COc1ccc2c(CC(=O)NNC(=O)c3ccc(C)cc3)coc2c1	0	i	-7	-2	4	9	4	1.2	-1
Cc1ccc(-c2cccc(C3CC=CC4C3C(=O)N(Cc3ccccc3)C4c3ccc4ccccc4c3)c2)cc1 (stereo not drawn)	-8	i	6	32	0	-6	-19	-0.7	3
COc1ccc(CC(N)c2csc(Nc3cc(Oc4ccccc4)ncn3)n2)cc1 (stereo not drawn)	-5	i	-6	-15	4	15	-6	-0.6	-1
CC(OC(=O)Cn1cc(C(F)(F)F)ccc1=O)C(=O)N(C)c1ccccc1 (stereo not drawn)	0	i	10	-7	-1	20	9	-0.1	1
N=C1c2ccccc2CN1c1ccc(S(=O)(=O)N2CCCCC2)cc1	-1	i	3	-3	-3	-4	9	-0.5	-19
CN1C(=O)C(C)(C)c2cc(S(=O)(=O)N3CCN(c4ccccc4)CC3)ccc21	-3	i	3	7	0	-4	5	1.1	4
O=C(COc1ncnc2c(Cl)cc(Cl)cc12)Nc1cc([N+](=O)[O-])ccc1Cl	-8	i	3	52*	-3	-3	-2	-1.0	6
CC(=O)c1sc(NC(=O)CCS(=O)(=O)c2ccccc2)nc1C	-12	i	-6	-5	-1	-2	1	0.5	·
COC(=O)c1[nH]nc(C(=O)OC(C)(C)C)c1-c1ccccc1	-4	i	3	-3	-1	5	5	0.8	4
Cc1ccc(SC[C@H](C)CN2CC[C@H](NC(=O)OCc3ccccc3)CCC2=O)cc1	5	i	-10	-4	-2	3	0	-1.2	3
Cc1ccc(C(=O)OCC(=O)NCc2ccccc2)cc1S(=O)(=O)N1CCCCC1	-3	i	-9	13	3	-13	16	0.0	5
CC(=O)N(/N=C1\Sc2ccccc2C1=O)c1ccccc1C	1	i	-24	-10	-2	40*	-65	0.6	-23
COc1cccc(C(=O)/C=C/Nc2ccc(S(=O)(=O)Nc3ccc(C(C)=O)cc3)cc2)c1	-2	i	-3	13	-2	-5	-16	2.3	2
O=C(NCCSCc1ccccc1)c1ccc(Cl)c(S(=O)(=O)N2CCOCC2)c1	-1	i	-11	14	3	10	4	0.7	-3
CC1(c2nnc(-c3ccc(Cl)cc3)o2)CC(c2cccnc2)=NO1 (stereo not drawn)	-10	i	10	-14	2	-16	21	-0.7	2
Cc1ccc(SC[C@H](Cc2ccccc2)N2CCN(CC(C)C)CCC2=O)cc1	0	i	0	29	-1	18	18	0.1	1
Cc1ccc(-n2c(SCC(=O)NCCN3C(=O)CSC3=O)nnc2-c2ccccc2)cc1C	-3	i	-1	-1	5	-8	-7	-0.4	0
O=C(O)/C=C\C(=O)Nc1ccc(Oc2ccc(Br)cc2)cc1	-2	i	14	-3	0	1	-8	-0.7	-3
CCOC(=O)N1CCC(NS(=O)(=O)c2cc3c(cc2Cl)NC(=O)CO3)CC1	1	i	-4	-4	2	5	-4	0.7	-4
Next section
SMILES	bovine MsrA act	Neddylation inh	E coli Lon inh	FAS TE block	Rin1-Abl PPI inh	SKN-1 block	NRP1-CendR mod	MsrA inh	MT1-MMP act inh
CCOC(=O)C(Cc1cc(C(C)=O)ccc1OC(C)C)C(=O)OCC	-4	i	2	0	-1	-11	1	0.5	1
CCn1c2ccccc2c2cc(N)ccc21	1	i	-32	-8	0	9	-56	1.3	-36
Cc1ccc(NC(=O)CN2CCN(S(=O)(=O)c3ccc4c(c3)OCCO4)CC2)c(C)c1	-3	i	-1	3	4	-7	-8	-0.3	0
CC1CCN(c2nc3nonc3nc2N2CCC(C)CC2)CC1	-1	i	4	30	-3	-4	-6	-1.0	5
N#Cc1nc(-c2ccc(Cl)cc2)oc1NCc1cccc2c1OCO2	-2	·	-7	9	3	10	-2	-0.2	6
COc1ccc(C2/C=C\CN(C(=O)Oc3ccccc3)CC(=O)N2Cc2ccc(F)cc2)cc1 (stereo not drawn)	-7	i	7	6	2	14	-12	0.4	-4
Cc1ccc(C(=O)c2cc([N+](=O)[O-])ccc2N2CCCCC2)cc1C	-3	i	-8	35	-4	9	-2	1.3	1
Nc1nc(N)nc(-c2cc(Cl)ccc2Cl)n1	0	i	6	-1	-3	0	0	0.8	1
CC(=O)N1CCC(=O)Nc2ccc([N+](=O)[O-])cc21	-4	i	0	-6	4	9	-11	-0.2	3
CCNC(=S)N1CCC(Cc2ccccc2)CC1	-4	i	4	2	-2	1	-2	-0.2	1
O=C(CCNS(=O)(=O)c1cccc2nonc12)Nc1ccc(Cl)cc1	13*	i	-5	2	-1	1	-6	0.1	-2
Cc1ccc(NC(=O)/C=C/c2ccc3c(c2)OCO3)nc1	-4	i	-4	1	-2	7	-4	0.1	-5
CC(C)NCC(O)c1cc(O)cc(O)c1 (stereo not drawn)	-1	i	-1	-2	-1	0	2	-1.6	-4
Cc1ccc2nc3c(cc(C(=O)NCCc4ccccc4)c(=N)n3CC3CCCO3)c(=O)n2c1 (stereo not drawn)	-3	·	19*	17	-7	-7	4	-0.5	-3
Cc1cccc(-c2ccc3[nH]c4c(c3c2)CCN2C[C@@H]([C@H](C)OC(=O)Nc3ccccc3C)[C@@H](N(C)C(=O)Nc3ccccc3C)C[C@@H]42)c1	2	i	-20	50	1	14	-40	-0.5	-5
COc1ccc(S(=O)(=O)NCc2ccccn2)cc1NC(=O)c1ccc(C)cc1	-1	i	4	-3	2	7	-6	-1.1	-1

Among those listed so far, these have fluorine.
SMILES	bovine MsrA act	Neddylation inh	E coli Lon inh	FAS TE block	Rin1-Abl PPI inh	SKN-1 block	NRP1-CendR mod	MsrA inh	MT1-MMP act inh
CC(C)OC(=O)/C(C#N)=C/c1ccc(-c2ccc(SC(F)F)cc2)o1	-2	·	-25	61*	-6	0	-18	-0.1	-7
CN(C)S(=O)(=O)c1ccc(C(=O)OCC(=O)Nc2ccc(OC(F)F)cc2)cc1	-3	i	-2	4	-3	0	-2	0.1	3
Cc1cc(C(C2C(=O)CC(C)(C)CC2=O)C2C(=O)CC(C)(C)CC2=O)cc(C)c1OC(F)F	-2	i	0	0	-2	11	5	0.0	-3
CCOC(=O)NC1(C(F)(F)F)NC(=O)N(Cc2ccco2)C1=O (stereo not drawn)	-10	i	-5	-8	0	-8	-1	-0.3	-3
CCCS(=O)(=O)NC(=O)C1(C)CCN(C(=O)c2cc(F)ccc2C)C1 (stereo not drawn)	2	i	4	-8	-3	10	2	-0.6	0
O=C(NCCCCc1ccccc1)c1ccc(F)cc1	-3	i	-1	5	1	9	-7	-0.9	6
CC(OC(=O)Cn1cc(C(F)(F)F)ccc1=O)C(=O)N(C)c1ccccc1 (stereo not drawn)	0	i	10	-7	-1	20	9	-0.1	1
COc1ccc(C2/C=C\CN(C(=O)Oc3ccccc3)CC(=O)N2Cc2ccc(F)cc2)cc1 (stereo not drawn)	-7	i	7	6	2	14	-12	0.4	-4
